Assay outcomes from PubChem BioAssay.
SIRT5 block: SIRT5 desuccinylase inhibitors, primary screen, biochemical, fluorescence imaging, single point, set 5; Purified SirT5, succinyl-peptide AMC, trypsin-coupled fluorescence; inhibition, % at 15 µM; NAD-dependent protein deacylase sirtuin-5, mitochondrial (Homo sapiens), Q9NXA8; AID 652115, 2013; 330,000 compounds, 1.1% hits; in the data active = inhibition above about 15%; inconclusive = no clear call, values can overlap the other calls
Target sequence (Q9NXA8 whole entry, looked up): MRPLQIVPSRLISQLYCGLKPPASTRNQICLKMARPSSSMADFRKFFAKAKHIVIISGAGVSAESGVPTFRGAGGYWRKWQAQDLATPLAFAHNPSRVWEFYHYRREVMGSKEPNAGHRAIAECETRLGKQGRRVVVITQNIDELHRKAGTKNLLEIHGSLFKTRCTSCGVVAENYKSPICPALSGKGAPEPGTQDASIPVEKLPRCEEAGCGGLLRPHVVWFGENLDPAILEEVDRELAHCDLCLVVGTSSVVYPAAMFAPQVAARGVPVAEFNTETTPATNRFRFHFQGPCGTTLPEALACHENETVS
PAX8 reporter: inhibitors of PAX8-driven TPO luciferase reporter, primary screen, RMG-I cells, single concentration; SteadyGlo, 24 h; inhibition, % at 12.6 µM; 360,000 compounds, 1.2% hits;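 active = mean replicate inhibition at least 60% with every replicate also reaching 60%; inconclusive = only one of the two criteria is met; inactive = mean below 60% and not all replicates reaching 60%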;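 also: luciferase light reporting Pax8 driven TPO promoter activity; plate controls were median of neutral control wells for no effect and mitoxantrone controls for full effect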
CASP6 VEID inh: human caspase-6 inhibitors, primary screen, biochemical, VEID-R110 fluorescence, single point, set 2; P55212; inhibition, % at 12.5 µM; 350,000 compounds, 0.53% hits; purified caspase-6, Z-VEID-R110 cleavage fluorescence; AID 686996, 2013;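 active = mean inhibition across replicates at least about 35%, with every replicate also reaching that limit, limit read from the data; inconclusive = only one of the two criteria met; inactive = neither criterion met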;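 also: 0% = median of neutral control wells and 100% = no fluorescence left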
Target sequence (P55212 24-179 limits assumed): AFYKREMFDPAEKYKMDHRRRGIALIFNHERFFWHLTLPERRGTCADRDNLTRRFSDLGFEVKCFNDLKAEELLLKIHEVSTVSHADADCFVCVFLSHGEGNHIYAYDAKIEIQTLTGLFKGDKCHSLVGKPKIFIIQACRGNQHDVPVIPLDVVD
Target sequence (P55212 194-293 limits assumed): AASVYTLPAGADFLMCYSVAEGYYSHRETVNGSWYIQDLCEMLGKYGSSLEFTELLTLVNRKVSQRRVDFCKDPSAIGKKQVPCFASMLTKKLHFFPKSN
LGR2 inh: inhibitors of bursicon-induced LGR2 CRE-luciferase signal, primary screen, cell-based, HEK293, CRE-luciferase reporter, bursicon stimulation | bursicon-stimulated, 4 h | inhibition, % at 9.99 µM | 380,000 compounds, 0.35% hits | AID 720647, 2013;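 active = drop in luminescence signal, shown as inhibition above about 50% in the replicate tests, limit read from the data, passing the limit was not always enough; inconclusive = probably only some replicates passing the limit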;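 also: agonist challenge used bursicon conditioned medium at about half maximal strength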
ARNT-TACC3 inh: disruptors of ARNT/TACC3 protein interaction, primary screen, biochemical, AlphaScreen, single concentration | AlphaScreen His-ARNT PAS-B/GST-TACC3 binding, luminescence; TACC3 fragment carries E629A point mutation | inhibition, % at 9.99 µM | 390,000 compounds, 0.66% hits | AID 623870, 2012;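 active = mean inhibition of replicates at least 50% and at least half of replicates each reaching 50%; inconclusive = half or more replicates reach 50% but mean below 50%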;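 also: 0% = complete ARNT plus TACC3 wells and 100% = ARNT alone without TACC3; many hits fall short of the cut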
DENV2 CPE: inhibitors of DENV2 cytopathic effect, primary screen, cell-based, plate reader, single concentration. DENV2-infected cells, cytopathic effect rescue. CPE inhibition, % at 9.99 µM. 350,000 compounds, 1.7% hits; in the data active = CPE inhibition above about 20%, passing the limit was not always enough; inconclusive = no clear call, values can overlap the other calls; tested in BHK-21 cells;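 also: 0% = median of neutral control wells and 100% = median of positive control wells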
EWS-Fli inh: EWS/Fli-driven NR0B1 reporter inhibitors, primary screen, A673 cells, NR0B1 luciferase, luminescence, MLPCN library | viability-normalised | inhibition, % at 12.6 µM | 350,000 compounds, 0.67% hits | AID 651661, 2012;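 active = mean inhibition of at least 50% after viability correction, with every replicate also passing that limit; inconclusive = mean reaches 50% but only one of two replicates passes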;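 also: firefly luciferase signal divided by Alamar Blue viability fluorescence both relative to DMSO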
The depositor's hits bear a star; u = inconclusive; x = no result given; & = joins results of further samples.

smiles	SIRT5 block	PAX8 reporter	CASP6 VEID inh	LGR2 inh	ARNT-TACC3 inh	DENV2 CPE	EWS-Fli inh
C[C@@H]1CN([C@H](C)CO)C(=O)c2cc(NC(=O)Nc3ccc4c(c3)OCO4)ccc2O[C@@H](C)CCCCO[C@@H]1CN(C)S(=O)(=O)c1cn(C)cn1	-4	x	2	3	1	1	-15
CCOC(=O)c1c(NC(=O)CN2C(=O)NC3(CCCCC3C)C2=O)sc(C(=O)N(C)C)c1C (stereo unspecified)	7	-11	0	-14	-3	-1	0
Cc1ccc(-n2ncc(C(=O)Nc3cc(Cl)cc(Cl)c3)c2C2CCNCC2)cc1C	2	57	3	33	14	17	62*
COc1ccc(NC(=O)CC2C(=O)N(c3ccc(Cl)cc3)C(=S)N2CCc2ccncc2)cc1 (stereo unspecified)	-1	x	5	x	-6	1	2
CCN(CC(=O)Nc1ccc(OC)cc1)CC(=O)Nc1ccc(Cl)cc1F	-2	5	2	2	0	1	5
CC(C)NC(=O)N(C)C[C@H]1OCc2ccccc2-c2ccccc2C(=O)N([C@H](C)CO)C[C@H]1C	-5	x	-3	3	-2	0	0
COc1ccccc1CNC(=S)NC1CCCC1	1	-3	4	9	-5	5	5
O=C(C[C@H]1C=C[C@H](NC(=O)NC2CCCCC2)[C@@H](CO)O1)NCc1ccc(Cl)cc1	3	-2	0	1	-5	-1	2
Cc1cscc1-c1cc2nc(NCCCN(C)C)n(C)c(=O)c2s1	-5	-5	-7	1	x	7	-33
O=C(NC1CCCC1)[C@@H]1[C@@H](CO)[C@@H]2Cn3c(ccc(-c4ccccc4)c3=O)[C@H]1N2CCc1ccccc1	x	18	x	-19	12	7	10
C[C@@H]1CN([C@@H](C)CO)C(=O)c2cccc(NS(=O)(=O)c3ccccc3)c2O[C@H]1CN(C)Cc1ccc(C(F)(F)F)cc1	0	-2	3	0	-1	-6	4
CCCN1[C@H](C(=O)N[C@H](C)c2ccccc2)[C@@H](CO)[C@@H]2Cn3c(ccc(-c4cccc(F)c4)c3=O)[C@@H]21	-2	x	7	21	2	-5	0

(further entries)
smiles	SIRT5 block	PAX8 reporter	CASP6 VEID inh	LGR2 inh	ARNT-TACC3 inh	DENV2 CPE	EWS-Fli inh
CN(C)CCNC(=O)CNC(=S)N(CCCN1CCOCC1)Cc1cccs1	0	-10	-2	0	-3	-5	2
CCCCn1c(N)c(N(Cc2ccccc2OC)C(=O)C(C)Oc2ccc(F)cc2)c(=O)[nH]c1=O (stereo unspecified)	-3	-25	1	3	-9	-5	0
NC(=O)c1cc(S(=O)(=O)NCc2cccc(Br)c2)cs1	-4	-3	-1	0	-1	-1	4
CCC(=O)N1C[C@H](C)[C@H](OC)CN(C)C(=O)c2cc(NC(=O)Nc3ccccc3)ccc2OC[C@H]1C	8	-4	0	1	-5	-6	-7
COc1ccc(CNC(=O)C[C@H]2CC[C@@H](NC(=O)Nc3ccc4c(c3)OCO4)[C@H](CO)O2)cc1	2	-6	-1	-7	0	-3	-106
Cc1noc(C)c1NC(=O)Nc1ccc2c(c1)C(=O)N([C@@H](C)CO)C[C@H](C)[C@@H](CN(C)C(=O)Nc1ccc3c(c1)OCO3)O2	-1	-27	1	4	8	-6	3
COC(=O)c1c(-c2c(Cl)cccc2Cl)noc1NC(=O)NN1CCCCC1	0	35	4	0	-2	-2	15
CCc1ccc(NC(=O)CSc2nnc(-c3cnccn3)n2C)cc1	1	-17	-4	0	-3	1	-4
CCCC#Cc1cnc2c(c1)C(=O)N([C@@H](C)CO)C[C@@H](C)[C@@H](CN(C)S(C)(=O)=O)O2	1	x	-1	9	2	5	-12
O=C(CCN=C1NS(=O)(=O)c2ccccc21)OCC(=O)c1ccc(F)c(F)c1	-23	-8	4	6	-3	12	15
O=C1OCc2cc(-n3cccc3)ccc21	-1	-8	1	2	-4	3	-11
O=C(COc1ccc(Br)cc1Br)NC(=S)Nc1cccc(CO)c1	x	-38	x	-38	-2	x	x

Next results
smiles	SIRT5 block	PAX8 reporter	CASP6 VEID inh	LGR2 inh	ARNT-TACC3 inh	DENV2 CPE	EWS-Fli inh
CC(C)C(C)(C#N)NC(=O)CSc1nncn1-c1ccccc1 (stereo unspecified)	-3	8	0	-4	-28	-4	5
O=C(N/N=C/c1ccco1)c1ccn[nH]1	3	1	0	-26	7	1	-3
O=C(c1cn(-c2ccccc2)nc1-c1cccnc1)N1CCN(S(=O)(=O)c2ccc(Cl)cc2)CC1	-38	-7	1	2	-2	0	6
C[C@H](CO)N1C[C@H](C)[C@@H](CN(C)Cc2ccc(Oc3ccccc3)cc2)Oc2ncc(-c3cncnc3)cc2C1=O	x	15	x	3	x	x	6
CCOc1ccc(S(=O)(=O)NCCCN2CCCC2=O)cc1	0	5	-1	3	5	3	-2
Cc1cc(F)ccc1NC(=O)c1ccc(NS(=O)(=O)c2cccs2)cc1	2	-1	-1	1	x	-2	0
COc1ccc(C2CC(=O)Oc3ccc(OC)cc32)cc1 (stereo unspecified)	0	-15	4	3	-6	5	3
C[C@@H]1CCCCO[C@H](CN(C)C(=O)C2CCCCC2)[C@@H](C)CN([C@H](C)CO)C(=O)c2cc(NC(=O)Nc3ccc4c(c3)OCO4)ccc2O1	3	x	0	-1	8	u	-1
CCOC(OCC)c1cc2ccccc2cn1	-1	-2	-5	1	5	6	-12
O=C(N/N=C/c1ccc2c(c1)OCO2)c1cc(-c2ccncc2)nc2ccccc12	x	16	x	-4	5	x	x
C[C@H]1CN([C@@H](C)CO)C(=O)c2cc(NC(=O)C3CCCCC3)ccc2O[C@H]1CN(C)Cc1ccc2c(c1)OCO2	-2	x	1	15	4	1	24
CCC(Oc1ccc(C)cc1)C(=O)Nc1ccc2c(c1)n(C)c(=O)n2C (stereo unspecified)	-1	-6	1	1	-9	1	7

Remaining list, next part:
smiles	SIRT5 block	PAX8 reporter	CASP6 VEID inh	LGR2 inh	ARNT-TACC3 inh	DENV2 CPE	EWS-Fli inh
Clc1cccc(-c2nnc(SC/C=C/c3ccccc3)n2Cc2ccco2)c1	-1	x	1	16	7	0	8
Cc1cccc(-c2cc3c(N=O)c4ccccc4c-3n[nH]2)c1	-2	-66	1	-10	x	-5	-4
CC(C)N1C(=O)CCC1C(=O)NCc1cccs1 (stereo unspecified)	-6	24	4	-40	-3	0	-6
COc1ccc(/C=N/N=C2\SCC(=O)N2c2c(C)n(C)n(-c3ccccc3)c2=O)cc1OC	-2	-15	2	3	0	-4	14
COc1cc(OC)c(OC)cc1/C=N/Nc1ncnc2c1[nH]c1ccccc12	8	2	-1	x	5	3	-1
CCOc1ccc(CCNC(=O)CCNC(=O)c2ccccc2Cl)cc1OCC	-8	3	-1	-20	x	4	-7
COC(=O)c1ccc(/C=N/NC(=O)C2CC(=O)N(c3ccc(OC)cc3)C2)cc1 (stereo unspecified)	-3	6	-2	13	1	-10	x
CCCCCCN1C[C@@H](O)[C@H](n2cc(COC(=O)c3ccccc3)nn2)C[C@@H]1c1ccc(C)cc1	24*	-1	0	3	x	0	7
O=C(/C=C/c1ccc2c(c1)OCO2)Nc1c(C(=O)O)[nH]c2ccccc12	x	27	3	2	1	-9	14
Cc1cc(C(=O)CCC(=O)N(C)CC2COc3ccccc3O2)c(C)s1 (stereo unspecified)	x	-1	2	0	x	-3	-7
CC1CN(C(=O)CCC(=O)NC2CCCCC2)c2ccccc2S1 (stereo unspecified)	-1	-9	-1	-8	x	-5	3
CC1(NC(=O)N2CCOCC2)CCS(=O)(=O)C1 (stereo unspecified)	-1	x	0	-8	-3	8	2

Carrying on:
smiles	SIRT5 block	PAX8 reporter	CASP6 VEID inh	LGR2 inh	ARNT-TACC3 inh	DENV2 CPE	EWS-Fli inh
COc1ccccc1C1C2=C(CC(C)(C)CC2=O)Nc2nnnn21 (stereo unspecified)	x	2	x	-2	-3	x	x
C[C@H](CO)N1C[C@H](C)[C@H](CN(C)S(C)(=O)=O)Oc2cc(C#Cc3ccccc3)ccc2S1(=O)=O	0	-5	1	-2	-5	28*	-9
C[C@H](CO)N1C[C@H](C)[C@H](CN(C)Cc2ccc3c(c2)OCO3)Oc2c(NC(=O)c3ccncc3)cccc2C1=O	-3	-17	-1	-5	5	-1	4
COc1ccc(N2CCN(c3nc4c(c(=O)[nH]c(=O)n4C)n3Cc3cccc(C)c3)CC2)cc1	x	-10	x	-14	-4	x	x
Cc1cc(/C(N)=N/OC(=O)Nc2cccc(C(F)(F)F)c2)no1	x	8	-1	-7	-1	0	1
O=C(C[C@@H]1CC[C@H]2[C@@H](COC[C@@H](O)CN2C(=O)c2cnccn2)O1)NCc1ccc(F)cc1	2	-15	-1	-10	-1	-5	1
COc1ccc(Cl)cc1NC(=O)CN(C)CC(=O)Nc1ccccc1C(F)(F)F	3	23	6	-3	-2	0	4
CCOc1ccc(CCNC(=O)CS(=O)Cc2nc(-c3ccccc3Cl)oc2C)cc1OCC (stereo unspecified)	-2	26	4	1	5	4	x
C[C@@H]1CN([C@H](C)CO)C(=O)c2cc(-c3ccc(F)cc3)cnc2O[C@H]1CN(C)C(=O)c1ccc(F)cc1	-6&0&-4	1	7&4&5	-18&0	2&4	u	14&14&11
COc1cc(F)ccc1-c1cc(C(=O)NCc2cccs2)[nH]n1	1	-39	9	-11	x	0	-38
CCc1nnc(N2C(=O)c3ccccc3C2(O)c2ccccc2)s1 (stereo unspecified)	14	24	1	12	4	41*	2
CCCC#Cc1ccc([C@H]2[C@@H](CO)N(C(C)=O)[C@@H]2CNC(=O)C2CCC2)cc1	0	x	0	4	x	0	x

Next compounds follow:
smiles	SIRT5 block	PAX8 reporter	CASP6 VEID inh	LGR2 inh	ARNT-TACC3 inh	DENV2 CPE	EWS-Fli inh
CC1CC(C)CN(C(=O)c2ccc(CNc3c(N4CCCC4)c(=O)c3=O)cc2)C1 (stereo unspecified)	-8	5	6	-13	0	-5	-1
Cc1cc(C)cc(C(=O)NC(CC(N)=O)c2ccc(NCC3CC3)c([N+](=O)[O-])c2)c1 (stereo unspecified)	x	-26	-2	3	0	-12	-25
CNC[C@H]1Oc2ncc(-c3cncnc3)cc2C(=O)N([C@H](C)CO)C[C@@H]1C	-3	x	-2	12	-6	-10	-17
C/C(=N\NC(=O)c1ccc(CSc2nc(C)cc(C)n2)cc1)c1ccco1	0	15	x	-15	-3	-6	-25
COCC#Cc1ccc2c(c1)O[C@H](CN(C)CC1CCCC1)[C@@H](C)CN([C@H](C)CO)S2(=O)=O	9	-7	3	-7	1	0	16
Cc1[nH][nH]c(=O)c1C	x	-16	0	7	-2	-2	-5
CN(C)S(=O)(=O)N1CCN(C(=O)c2ccc3c(c2)OCO3)CC1	-2	4	2	-3	-8	-4	-1
Cc1cc(C)n(C(=O)CNC(=O)c2ccco2)n1	13	x	-4	13	1	x	x
C/C=C/c1ccc([C@H]2[C@H](C#N)N(c3nc(-c4ccccc4)cs3)[C@H]2CO)cc1	-1	3	1	3	4	-2	1
CCCc1oc(C(=O)O)cc1CN	x	x	10	-9	-13	x	x
C/C(=N\OCC(=O)NCC(F)(F)F)c1cc2ccccc2o1	x	84*	1	-35	-2	-1	-71
CCN1C(=O)c2ccccc2S(=O)c2ccc(C(=O)N3CCCC3)cc21 (stereo unspecified)	-6	-7	1	13	-1	u	12

Additional structures
smiles	SIRT5 block	PAX8 reporter	CASP6 VEID inh	LGR2 inh	ARNT-TACC3 inh	DENV2 CPE	EWS-Fli inh
COCCCN1C(=O)c2ccc(C(=O)OCC(=O)NCCc3ccccc3)cc2C1=O	1	-12	0	-6	15	4	-2
CSCc1ccc(C(=O)N2CCC(N3CCC(C(=O)NC(C)C)CC3)CC2)o1	0	x	-8	4	5	u	1
COc1ccccc1-c1nc(-c2ccc(Br)o2)no1	-1	-182	4	49	-18	-3	-5
O=C(CCN1C(=O)/C(=C/c2ccc3c(c2)OCO3)SC1=S)Nc1cccc(C(=O)O)c1	17*	0	4	-5	-7	-3	-9
